NR2F2 inh: NR2F2 (human) inhibition, primary screen. P24468. HEK293T NGFI-A luciferase reporter, luminescence. inhibition, % at 8.6 µM. 370,000 tested, 0.7% active;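 active means inhibition above a per-plate cutoff, mean inhibition of test wells between control levels plus 3 SD, cut at about 38% in these data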;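 further: cells cotransfected with COUP-TFII expression vector driving the NGFI-A reporter; 0% = median of COUP-TF2 test wells and 100% = reporter-only cells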
TLR9-MyD88 inh: blocks human TLR9 binding to MyD88; Q9NR96+Q99836; inhibition, % at 4.98 µM; 340,000 tested, 0.21% active; CHO BLA complementation TLR9-MyD88, CCF4 FRET ratio; AID 504734;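 active means inhibition above the mean over all tested compounds plus 3 SD, cut at about 21% in these data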;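 further: 0% = DMSO only wells and 100% = clavulanate BLA inhibitor control wells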
Target sequence (Q99836 whole entry, looked up): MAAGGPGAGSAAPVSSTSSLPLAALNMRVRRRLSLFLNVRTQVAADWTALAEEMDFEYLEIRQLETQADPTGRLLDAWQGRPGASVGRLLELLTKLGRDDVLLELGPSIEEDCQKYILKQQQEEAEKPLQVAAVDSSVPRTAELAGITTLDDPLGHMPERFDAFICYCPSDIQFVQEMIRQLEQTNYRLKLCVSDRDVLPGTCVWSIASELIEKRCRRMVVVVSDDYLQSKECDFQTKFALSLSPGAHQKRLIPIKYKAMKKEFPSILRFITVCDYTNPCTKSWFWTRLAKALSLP
Target sequence (Q9NR96 whole entry, looked up): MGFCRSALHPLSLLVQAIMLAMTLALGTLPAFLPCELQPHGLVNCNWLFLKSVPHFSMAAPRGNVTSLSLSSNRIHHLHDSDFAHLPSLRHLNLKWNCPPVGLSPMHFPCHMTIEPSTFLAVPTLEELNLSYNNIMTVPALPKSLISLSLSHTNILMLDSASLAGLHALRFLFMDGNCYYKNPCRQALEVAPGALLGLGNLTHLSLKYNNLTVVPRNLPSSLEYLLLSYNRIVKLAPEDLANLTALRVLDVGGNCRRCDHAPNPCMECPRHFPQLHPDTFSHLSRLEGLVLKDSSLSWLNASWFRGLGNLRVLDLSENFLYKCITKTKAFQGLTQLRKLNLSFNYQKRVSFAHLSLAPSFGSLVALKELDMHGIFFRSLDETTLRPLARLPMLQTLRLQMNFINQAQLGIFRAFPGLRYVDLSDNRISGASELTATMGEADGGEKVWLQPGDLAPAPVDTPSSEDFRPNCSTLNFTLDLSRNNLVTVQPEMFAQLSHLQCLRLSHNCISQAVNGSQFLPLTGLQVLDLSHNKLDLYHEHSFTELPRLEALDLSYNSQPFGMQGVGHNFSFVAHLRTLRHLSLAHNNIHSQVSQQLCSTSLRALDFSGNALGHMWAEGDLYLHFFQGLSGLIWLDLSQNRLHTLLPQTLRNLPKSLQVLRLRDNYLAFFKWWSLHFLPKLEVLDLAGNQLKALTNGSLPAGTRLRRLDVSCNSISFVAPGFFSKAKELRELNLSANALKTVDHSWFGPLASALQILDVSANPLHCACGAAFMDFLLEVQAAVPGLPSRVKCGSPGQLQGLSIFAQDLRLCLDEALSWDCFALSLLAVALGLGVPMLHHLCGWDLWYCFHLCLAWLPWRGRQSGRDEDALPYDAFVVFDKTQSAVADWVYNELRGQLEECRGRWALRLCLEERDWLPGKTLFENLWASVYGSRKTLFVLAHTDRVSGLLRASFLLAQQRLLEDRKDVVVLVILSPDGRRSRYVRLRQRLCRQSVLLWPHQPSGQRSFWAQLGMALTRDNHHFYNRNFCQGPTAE
NCOA1 inh: inhibits human SRC1 coactivator; inhibition, % at 3.6 µM; 360,000 tested, 0.12% active; HEK293 GAL4-SRC1 luciferase reporter, luminescence; Q15788;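 active means inhibition above the campaign mean plus 3 SD, with each screening campaign given its own cutoff, cut at about 60% in these data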;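 further: 0% = DMSO treated cells and 100% = gossypol at 36 µM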
TRAIL sens C8: caspase-8 TRAIL sensitization | inhibition (viability loss, TRAIL sensitization), % at 10 µM | AID 624354 | 360,000 tested, 1% active | NB7+C8 cells + TRAIL, ATPlite viability luminescence;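 active means compounds causing at least 50% loss of cell viability in the single-dose screen, relative to plate controls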
NOD2-RIPK2 inh: inhibitors of human NOD2-RIPK2 interaction. CHO BLA complementation NOD2-RIPK2, CCF4 ratio. inhibition, % at 4.98 µM. 360,000 tested, 0.38% active. AID 624267; in the data active means inhibition above about 21%;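 further: 0% = vehicle only and 100% = reference blocker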
TROY signal inh: TROY signaling inhibition | Q293 LMP1-TROYcd NF-kB luciferase reporter, 4 h | inhibition, % at 10 µM | 360,000 tested, 0.98% active | AID 1347056;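 active means compounds whose plate-normalised and pattern-corrected inhibition of the luciferase reporter signal at the single screening dose is 50% or more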
NR5A2 inv ag: suppresses constitutive activity of human LRH-1; inhibition, % at 3.6 µM; O00482; 360,000 tested, 0.13% active; HEK293T StAR-luciferase reporter, LRH-1 transfected, 24 h;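 active means inhibition above the mean inhibition of all tested compounds plus 3 SD, cut at about 73% in these data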;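 further: 0% = DMSO wells and 100% = reporter-only cells lacking LRH-1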
LMP1 NFkB inh: Epstein-Barr LMP1 NF-kappaB reporter inhibition. LMP1-induced NF-kappaB luciferase reporter cells, luminescence. inhibition, % at 12.5 µM. AID 504558. 350,000 tested, 0.69% active; in the data active means inhibition above about 41%;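 further: 0% = neutral control wells and 100% = reference inhibitor control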
SRC3 inh: inhibits human SRC3 coactivator; Q9Y6Q9; HEK293 GAL4-SRC3 luciferase reporter, luminescence; inhibition, % at 3.6 µM; 360,000 tested, 0.17% active;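 active means inhibition above a per-campaign cutoff, the mean of all compounds plus 3 SD, cut at about 60% in these data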;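 further: 0% = DMSO-treated cells and 100% = gossypol-treated cells at 36 µM; higher means less SRC3-driven luciferase light from the GAL4 reporter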
TWEAK Fn14 block: blocks TWEAK-Fn14 interaction in a reporter cell assay; TWEAK-stimulated Fn14 reporter cells, luciferase luminescence, 8 h; inhibition, % at 10 µM; 360,000 tested, 2% active; in the data active means inhibition above about 50%
NCOA2 inhibitor: human SRC2 (NCOA2) inhibition; HEK293 GAL4-SRC2 luciferase reporter, luminescence; inhibition, % at 9 µM; 370,000 tested, 0.17% active; AID 651957;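 active means inhibition above the mean inhibition of all tested compounds plus 3 SD, set per campaign, cut at about 52% in these data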;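 further: 0% = DMSO treated cells and 100% = cells given Gossypol at 36 µM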
* = called active by the depositor; / = no result given.

SMILES	NR2F2 inh	TLR9-MyD88 inh	NCOA1 inh	TRAIL sens C8	NOD2-RIPK2 inh	TROY signal inh	NR5A2 inv ag	LMP1 NFkB inh	SRC3 inh	TWEAK Fn14 block	NCOA2 inhibitor
COc1ccc(N2CC(C(=O)NCCc3ccc(Cl)cc3)CC2=O)c(OC)c1 (configuration not stated)	-1	1	-15	-6	7	-1	11	0	18	9	-29
CC(=N[C@@H]1CCCC[C@H]1N=C(C)c1ccccc1O)c1ccccc1O	16	-5	-38	-12	-1	-2	-4	16	26	-5	-19
O=C(NC1CCCc2ccccc21)c1ccc(F)cc1F (configuration not stated)	16	-3	4	0	-8	-14	-5	-8	4	-1	-3
Cc1ccccc1CN(C)C(=O)[C@H](Cc1ccccc1)NC(=O)c1ccco1	4	-6	4	-19	-3	5	14	2	15	6	28
c1ccc2oc(SCc3nc4ccccc4s3)nc2c1	-35	-16	-74	-1	1	2	-117	-41	-65	-7	-39
Cc1ccc(SCC(=O)NCCCN2CCOCC2)cc1	-13	-2	-13	-3	0	-10	12	-1	8	8	-14
COc1cccc(OC)c1OCCCOc1c(OC)cccc1OC	7	2	-1	16	-5	-8	16	5	-12	2	3
OC(c1ccccc1)c1nc(-c2cccc3cccnc23)cs1 (configuration not stated)	-19	/	-37	-16	8	-29	-25	/	-34	-14	-10
Cc1nc(-c2ccc(F)cc2)c(CC(=O)N(C)CC(=O)Nc2cccc(F)c2)s1	2	-1	8	-7	-2	-4	-52	0	-3	16	-9
O=C(NCc1ccccc1)C(c1ccncc1)n1c(=O)c(-c2ccco2)nc2ccccc21 (configuration not stated)	3	/	/	-4	-9	/	15	/	/	/	1
O=C(O)CCCCCCNC(=O)c1cncc(O)c1	-8	-6	8	0	-12	-2	-10	-13	-4	9	-14
CCSc1nc2ccccc2n1CC(N)=O	2	2	-15	8	-9	2	0	-11	6	4	8
COc1ccc(Br)cc1S(=O)(=O)NNC(=O)c1c(C)nc2ccccn12	4	/	11	4	-14	8	-7	7	11	2	-18
CC(CN(C)Cc1ccccc1)OC(=O)c1ccccc1F (configuration not stated)	12	-16	11	2	-5	-3	-13	-3	17	-19	8
CCCCN(C)C(=O)C1CCN(Cc2ccccn2)CC1	1	0	5	-7	-2	1	5	-7	18	-6	-32
COc1ccc(C(=O)c2ccc(Cl)cc2)cc1	-11	4	-33	6	8	-58	-23	-17	-42	-28	-47
Cc1ccc2c(c1)c1nnc(SCC(=O)NC3CC3)nc1n2C	4	1	-1	-14	-3	-6	0	-7	-7	-4	-8
COc1cccc(-c2nc(CC(=O)O)cs2)c1OC	-11	-4	-14	2	6	-15	2	-9	-4	-12	-21
COc1ccc(C2CC(c3c(-c4ccccc4)c4cc(Cl)ccc4[nH]c3=O)=NN2C(=O)CCC(=O)O)cc1 (configuration not stated)	5	-1	-5	-6	-5	-20	14	-3	14	-6	-15
Cc1nc(N2CCN(S(=O)(=O)c3ccccc3)CC2)c2c3c(sc2n1)CC(C)CC3 (configuration not stated)	9	8	-6	-2	-4	0	-3	6	-28	-25	-24
N#CC1(c2ccccc2)CCCN1C(=O)c1ccccc1Cl (configuration not stated)	13	-4	7	4	0	0	-2	2	10	6	0
Cn1nnc(NC(=O)CSc2ccc(Cl)cc2)n1	0	3	-3	3	-3	-9	-3	-20	4	-11	-24
CC(=O)Nc1ccc(S(=O)(=O)NNC(=O)c2ccc(C)cc2)cc1	15	-13	1	2	-22	-8	-6	-2	-10	16	-14
C=CCCC(=O)N1C[C@@H](CO)[C@@H](NC)C[C@H]1c1ccccc1Br	7	/	2	-4	4	0	10	/	17	8	-7
COc1cc(C(=O)NC2CC3CCCC(C2)N3Cc2ccccc2)cc(OC)c1OC (configuration not stated)	7	-1	-12	-6	3	4	-4	4	7	1	9
O=C(NNC(=O)c1cc2ccccc2o1)c1ccc(F)cc1	-35	3	-8	2	-7	-52	-33	-20	-45	-9	-27
CC(C)(C)NCc1cccn1-c1sc2c(c1C#N)CCCC2	10	1	15	-4	0	11	-12	-2	14	-4	22
Cn1c(=O)c2[nH]c(CCc3ccncc3)nc2n(C)c1=O	-1	1	2	-7	0	-1	4	0	12	1	-6
CC(C)(C)C(=O)COC(=O)C1=NN(c2ccccc2)C(=O)CC1	11	-3	11	5	-5	12	12	2	0	11	-16
Cc1nnc2c(N(C)S(=O)(=O)c3ccccc3)nc3ccccc3n12	0	-14	0	-29	-8	-35	-36	-8	-5	-19	-13
CCOc1ccc(Cc2onc3c2C(=O)CCC3)cc1OCC	20	4	-5	-3	5	3	6	4	-14	-3	-5
Fc1ccc(N2CCN(Cc3cn[nH]c3-c3ccccc3)CC2)cc1	-18	-2	-6	-4	-16	4	6	-6	3	-2	10
COC(/C(=N/O)c1ccc(Cl)cc1)c1ccccc1 (configuration not stated)	4	2	-13	17	3	-6	1	1	-27	-3	4
CSCCC1NC(=O)N(CC(=O)Nc2ccc(Br)cc2Br)C1=O (configuration not stated)	-7	1	5	1	4	-1	-3	5	-26	-2	1
Cc1cc(=O)n2nc(N3CCCC(C(=O)NCCc4ccccc4)C3)sc2n1 (configuration not stated)	15	-3	15	7	-4	3	-6	4	20	-1	-4
Cc1ccccc1-c1cccc([C@@H]2C[C@H]3[C@H](CON3C)CN2C(=O)CCc2ccccc2)c1	-5	1	-4	-4	5	0	24	-12	1	5	9
Cn1c(=O)c2cc(S(=O)(=O)N3CCN(c4cccc(C(F)(F)F)c4)CC3)ccc2n(C)c1=O	10	-2	5	12	-7	4	-10	-12	2	-6	-3
CC(=O)c1cnc2nc(SCc3cccc(C)c3)nn2c1C	-32	-4	-9	2	-15	-13	-29	4	-12	-18	-14
COc1cc(OC)cc(-c2c(-c3cccs3)c3cc(-c4cc(OC)c(OC)c(OC)c4)ccc3n2C)c1	0	-1	-8	3	0	-24	8	-9	-15	6	-20
CCCCCCCCNC(=S)NCCN1CCCCC1	3	3	3	13	-8	-25	-7	8	8	-7	7
OCCN1CCN(C(=S)Nc2ccc(Oc3ccccc3)cc2)CC1	24	1	3	6	-4	-14	-2	-1	8	9	7
O=C(CSc1n[nH]c(=O)n1C1CC1)NCc1ccccc1Cl	3	-8	-7	0	2	4	7	-1	14	-9	8
CN(C)CCC=C1c2ccccc2C=Cc2ccccc21	-6	-15	-12	1	-8	1	7	0	-13	-3	-2
CCOC(=O)N1CCN(C(=O)COCc2cc(-c3ccc4c(c3)OCO4)on2)CC1	8	0	2	-17	-10	-7	14	0	-7	7	19
CCCN1CCC(N2CCCC(C(=O)O)C2)CC1 (configuration not stated)	28	1	8	7	4	41	6	1	16	61*	19

Sorted by the number under NCOA1 inh (highest first): some entries from above
| Structure | NR2F2 inh | TLR9-MyD88 inh | NCOA1 inh | NOD2-RIPK2 inh | NR5A2 inv ag | LMP1 NFkB inh | SRC3 inh | TWEAK Fn14 block | NCOA2 inhibitor |
| --- | --- | --- | --- | --- | --- | --- | --- | --- | --- |
| Cc1cc(=O)n2nc(N3CCCC(C(=O)NCCc4ccccc4)C3)sc2n1 (configuration not stated) | 15 | -3 | 15 | -4 | -6 | 4 | 20 | -1 | -4 |
| CCOc1ccc(Cc2onc3c2C(=O)CCC3)cc1OCC | 20 | 4 | -5 | 5 | 6 | 4 | -14 | -3 | -5 |
| O=C(CSc1n[nH]c(=O)n1C1CC1)NCc1ccccc1Cl | 3 | -8 | -7 | 2 | 7 | -1 | 14 | -9 | 8 |

(next part)
SMILES	NR2F2 inh	TLR9-MyD88 inh	NCOA1 inh	TRAIL sens C8	NOD2-RIPK2 inh	TROY signal inh	NR5A2 inv ag	LMP1 NFkB inh	SRC3 inh	TWEAK Fn14 block	NCOA2 inhibitor
Cn1c(N)c(S(=O)(=O)N2CCN(c3cccc(Cl)c3)CC2)c(=O)n(C)c1=O	21	-13	8	4	-8	0	3	5	21	8	-13
CC(C)(CC(=O)O)CC(=O)Nc1ccccc1Oc1ccccc1	-9	0	-64	-9	-1	7	2	5	6	14	16
O=C(CSc1ccc(-c2ccc(-n3cccn3)cc2)nn1)Nc1ccccc1F	-23	3	-16	22	3	-23	-17	2	-20	-60	-36
O=C(c1ccccc1)n1ccc2ccccc21	15	-4	-26	-6	0	-11	-19	-7	-19	-7	-34
O=C(/C=C/c1ccccc1)n1cnnc1SC/C=C/c1ccccc1	-8	-2	-18	-12	-2	-17	-42	-3	0	10	-24
COc1ccc(OCC(=O)Nc2ccc(S(=O)(=O)N3CCOCC3)cc2)cc1	6	-6	1	-5	-7	8	7	-8	10	5	-2
Oc1ccccc1-c1cc(C(F)(F)F)nc(-c2ccccc2)n1	3	-4	1	-6	-8	-3	-5	-10	3	14	0
Cc1ccc(C(=O)N/C(=C\c2ccco2)C(=O)N2CC(C)OC(C)C2)cc1C (configuration not stated)	-2	-6	-21	-10	-5	12	11	-2	9	-6	-5
COc1ccc(OC)c(Nc2nc(-c3sc(NC(=O)CC(C)C)nc3C)cs2)c1	-11	1	-6	15	-2	19	-2	-19	25	-1	-11
COc1ccc(/C(N)=N/OC(=O)Cc2ccc(C)cc2)cc1OC	-14	-2	-2	9	-16	-22	-12	0	11	-3	-10
CCN(Cc1ccccc1)Cc1nnnn1Cc1ccccc1	5	-7	-22	-2	2	14	6	-6	3	1	22
CC(C(=O)NC1CCCc2ccccc21)N1CCN(Cc2ccc3c(c2)OCO3)CC1 (configuration not stated)	2	-12	4	-13	2	58*	-3	6	15	8	7
C=CCOc1cccc(C2/C(=C(\O)c3ccc4c(c3)OCCO4)C(=O)C(=O)N2Cc2cccnc2)c1 (configuration not stated)	10	9	-7	-6	-5	-17	10	6	-17	-2	-23
COc1ccc2cc(C(=O)N3CCN(Cc4ccc5c(c4)OCO5)CC3)[nH]c2c1	8	7	11	14	5	16	27	14	16	6	28
Cc1noc(C)c1C(=O)OCC(=O)NCCC1=CCCCC1	0	0	-5	0	4	-5	-13	-6	-11	-10	1
Cc1ccnc(N2CCC(C(=O)NCc3ccc(F)cc3)CC2)n1	8	-17	-6	-4	6	-9	-22	0	1	1	-10
CCC(C)c1ccc(NC(=O)c2c([N+](=O)[O-])cnn2CC)cc1 (configuration not stated)	-10	-2	-14	11	-3	6	-5	2	-17	8	-16
CN(C)S(=O)(=O)Oc1ccsc1C(=O)Nc1cccc(Cl)c1	22	-1	-8	4	-2	15	6	-1	-9	0	19
Cc1ccc(NC(=O)C(C)c2ccc(-c3ccccc3)c(F)c2)cc1 (configuration not stated)	26	2	15	7	5	30	21	16	11	18	11
COC(=O)c1ccc(C2C(C(C)=O)=C(O)C(=O)N2CCO)cc1 (configuration not stated)	9	0	-2	-3	-8	-6	-9	1	3	-27	-11
NS(=O)(=O)c1ccc(Nc2nc(-c3ccccc3)cs2)cc1	-66	-2	-60	1	4	-46	-77	-28	-49	20	-52
Cn1c(N)c(C(=O)COc2ccc(Cl)cc2Cl)c(=O)n(C)c1=O	-12	-4	5	-5	6	2	7	1	3	6	0
CCn1cc(Br)c(C(=O)NCc2ccco2)n1	-15	-8	-7	10	-2	2	7	3	4	-2	-16
CCc1ccc(N2CSC3=C(C#N)C(c4cccs4)CC(=O)N3C2)cc1 (configuration not stated)	/	5	-38	-10	8	-4	0	2	-1	37	/

Some of the compounds tested; count on the stated rates, not on these rows.
